Screens as filed in PubChem BioAssay.
CaV13 ICDI inh: Disruptors of the CACNA1D IQ motif to Ca2+-dependent inactivation inhibitor domain association, primary screening, Förster resonance energy transfer in intact living …; HEK cells, CFP/YFP FRET ICDI-IQ, plate reader, 10 min; percent FRET-ratio fall versus neutral wells; inhibition, % at 12.3 µM; actives 0.098% (n = 340,000); AID 743397;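 active = mean replicate inhibition of at least 30% and at least 1% of replicates passing that level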;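 also: 0% = median of the neutral control wells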
Glyco luc inh: blocks N-linked glycosylation in D54 reporter cells; D54 ERlucT glycosylation luciferase reporter, 24 h; percent of 100 nM tunicamycin response; AID 588692; reporter increase, % at 12.5 µM; actives 0.23% (n = 360,000);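 active = mean luciferase reporter signal, scaled so untreated is 0 and the glycosylation-blocking control 100, at or above a set limit in every replicate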;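 also: luciferase carries N-glycosylation sites so blocking glycosylation raises the light; 0% = median of neutral control wells and 100% = median of 100 nM tunicamycin wells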
H9c2 protect: myocardial damage modulation in H9c2 cells | H9c2 cardiomyocytes, H2O2 injury protection, ATPLite, 2 h | protection from H2O2 cell death, % at 20 µM | actives 0.63% (n = 360,000);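 active = compounds giving at least 50% protection of heart cells from peroxide-induced death in the single-dose screen, raw or plate-pattern-corrected value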;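 also: 0% = DMSO wells with peroxide and 100% = DMSO wells without peroxide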
PDI turbidity: PDI (human) enzyme inhibition. inhibition, % at 10 µM. PDI insulin aggregation turbidity, A650, 90 min. actives 0.052% (n = 350,000). P07237;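 active = mean inhibition across replicates of 30% or more, whatever share of single replicates reach that level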;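 also: absorbance from insulin aggregation driven by PDI reduction with DTT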
Target sequence (P07237 whole entry, looked up): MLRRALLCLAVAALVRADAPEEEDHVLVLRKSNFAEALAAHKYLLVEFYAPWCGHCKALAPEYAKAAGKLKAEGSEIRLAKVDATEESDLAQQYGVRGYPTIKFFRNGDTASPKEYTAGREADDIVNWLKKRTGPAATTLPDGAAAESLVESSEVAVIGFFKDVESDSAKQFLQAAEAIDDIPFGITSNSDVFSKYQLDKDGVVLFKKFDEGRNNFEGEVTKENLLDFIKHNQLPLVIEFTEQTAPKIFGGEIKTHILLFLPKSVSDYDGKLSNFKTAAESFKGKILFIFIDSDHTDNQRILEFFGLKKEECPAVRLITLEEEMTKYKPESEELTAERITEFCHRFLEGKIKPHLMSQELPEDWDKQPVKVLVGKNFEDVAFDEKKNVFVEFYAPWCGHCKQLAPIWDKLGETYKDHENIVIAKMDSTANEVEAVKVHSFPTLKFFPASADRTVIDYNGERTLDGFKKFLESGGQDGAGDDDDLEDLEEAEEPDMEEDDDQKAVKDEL
MC4R ag barr: agonists of human melanocortin 4 receptor (MC4R) beta-arrestin; U2OS MC4R beta-arrestin complementation, luminescence; percent of melanotan II response, DMSO zero; activation, % at 8.9 µM; P32245; actives 0.98% (n = 360,000);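 active = activation above a per-plate cutoff, the mean activation of sample wells on that plate plus 3 SD, cut at about 8% in these data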
m5-HT2A agonist: agonists of mouse serotonin 5-HT2A receptor (HTR2A). P35363. CHO-K1 mHTR2A beta-arrestin complementation, luminescence; percent of 30 µM serotonin response. activation, % at 7.6 µM. actives 0.66% (n = 360,000);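 active = activation above a run cutoff, the mean activation of all tested compounds plus 3 SD, cut at about 14% in these data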;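 also: 0% = plate median of compound wells and 100% = 30 µM serotonin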
Target sequence (P35363 whole entry, looked up): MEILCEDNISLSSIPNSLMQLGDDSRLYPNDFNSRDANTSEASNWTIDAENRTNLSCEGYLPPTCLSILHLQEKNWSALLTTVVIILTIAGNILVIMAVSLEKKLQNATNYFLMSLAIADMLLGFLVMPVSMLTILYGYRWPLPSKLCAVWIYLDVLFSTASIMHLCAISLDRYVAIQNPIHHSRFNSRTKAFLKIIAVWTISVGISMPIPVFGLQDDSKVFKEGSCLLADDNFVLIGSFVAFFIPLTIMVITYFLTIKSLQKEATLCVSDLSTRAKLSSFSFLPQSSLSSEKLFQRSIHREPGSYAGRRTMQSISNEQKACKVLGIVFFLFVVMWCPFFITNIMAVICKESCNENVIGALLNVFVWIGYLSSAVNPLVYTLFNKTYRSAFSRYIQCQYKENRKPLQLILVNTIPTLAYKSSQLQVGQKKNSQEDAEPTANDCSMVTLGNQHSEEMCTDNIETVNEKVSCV
Exocytosis inh: lytic granule exocytosis inhibition | TALL-104 LAMP-1 surface exposure, flow cytometry; cells stimulated with thapsigargin and PMA | inhibition, % at 10 µM | actives 0.66% (n = 360,000) | AID 651702;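 active = inhibition above about 55%, limit read from the data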
ABHD5 PLIN5 PPI: blocks binding of human ABHD5 to perilipin-5; Q00G26+Q8WTS1; Split G. princeps luciferase complementation, luminescence, 4 h; inhibition, % at 4 µM; actives 0.78% (n = 360,000); AID 602281;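 active = inhibition above the mean inhibition across every tested compound plus 3 SD, cut at about 22% in these data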;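 also: 0% = DMSO only wells and the 100% control is not disclosed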
ABCB6 inh 2: blocks the human ABCB6 transporter. Q9NP58. K562-ABCB6 porphyrin accumulation, flow cytometry, 1 h; active compounds read low. fluorescence ratio to DMSO, % at 10 µM. actives 0.19% (n = 360,000);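 active = fluorescence ratio to DMSO below 75%, the collection mean minus 3 SD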;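 also: signal is porphyrin accumulated inside mitochondria; 100% equals median channel fluorescence of DMSO control wells; lower ratio means ABCB6 inhibition with less porphyrin fluorescence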
MC4R antagonist: human MC4R antagonism in cAMP assay; actives 0.48% (n = 360,000); AID 540295; MC4R-expressing cells, MTII-stimulated cAMP, LANCE TR-FRET; P32245; inhibition, % at 6.5 µM;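 active = inhibition above its plate's cutoff, the mean of tested wells on that plate plus 3 SD, cut at about 29% in these data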;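 also: 0% = Melanotan II alone and 100% = Melanotan II plus saturating MCL0020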
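Assay system: U2OS cells stably expressing human melanocortin 4 receptor (MC4R) / Dosing: 6.5 µM / Timing: compound 30 min, challenge 1 h, detection 1 h / Measured by: Eu-cAMP/anti-cAMP TR-FRET, emission 671 nm / Replicates: singlicate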
Starred values were filed as active, the others as inactive; / = no result given.

Every second line gives: H9c2 protect	ABHD5 PLIN5 PPI	Glyco luc inh	MC4R antagonist	CaV13 ICDI inh	m5-HT2A agonist	Exocytosis inh	PDI turbidity	ABCB6 inh 2	MC4R ag barr
[1] COc1ccc(N2CC(C(=O)Nc3nnc(SCc4cccnc4)s3)CC2=O)cc1 (stereo unspecified)
→ 8	-1	-1	0	-6	2	3	3	94	-3.0
[2] COc1cccc(C2C(C#N)=C(N)N(N(C)C)C3=C2C(=O)CC(C)(C)C3)c1 (stereo unspecified)
→ 3	-5	1	16	-18	1	2	3	99	2.6
[3] Cc1c(Cl)ccc2c1NC(=O)C21NC(CCC(N)=O)[C@H]2C(=O)N(c3ccc(Cl)cc3)C(=O)[C@H]21 (stereo partly specified)
→ 14	3	0	6	/	0	0	-5	95	1.3
[4] O=C(Cc1ccon1)c1ccc(O)cc1O
→ 6	5	0	17	-19	4	-1	3	100	-2.6
[5] CCC(=O)Nc1ccc(C(=O)N2CCN(C(=O)c3ccco3)CC2)cc1
→ -2	0	4	0	-1	-7	-1	-15	98	-0.6
[6] CN(C)c1ccc(/C=N/NC(=O)C(O)c2ccc(Br)cc2)cc1 (stereo unspecified)
→ -8	0	-2	4	3	-2	1	-3	98	1.3
[7] O=C(NC(c1ccccc1)c1ccc2ccccc2n1)C1CCN(CCOc2ccc(Cl)cc2)CC1 (stereo unspecified)
→ -18	9	-4	8	-7	-4	2	14	102	3.1
[8] O=C(NCCN1C(=O)S/C(=C\c2ccc(Cl)cc2)C1=O)c1ccc(F)c(S(=O)(=O)N2CCOCC2)c1
→ -22	2	0	15	-4	1	1	-2	95	-0.7
[9] CN(c1ncc(C(F)(F)F)cc1Cl)n1cc(C(N)=O)c2ccccc2c1=O
→ 0	-2	1	17	-6	2	-3	4	98	-0.6
[10] CCOc1ccc(S(=O)(=O)NCc2cccnc2)cc1NC(=O)c1ccccc1
→ 7	3	4	4	-5	-2	4	5	92	-0.9
[11] Cc1cc(C)cc(NC(=O)C2CCN(C(=O)[C@@H]3Cc4ccccc4CN3)CC2)c1
→ 2	-5	0	0	-4	4	9	9	99	0.1
[12] COCCNC(=O)C(=O)NNS(=O)(=O)c1ccc(Cl)cc1
→ 7	2	1	15	-6	2	16	4	103	-4.1
[13] CCOC(=O)c1c(O)cc(OC)cc1CCc1ccccc1
→ -25	-5	-3	9	-6	0	1	-3	99	1.0
[14] O=C(NCCS(=O)(=O)N1CCN(c2cccc(Cl)c2)CC1)c1ccc2c(c1)OCO2
→ -4	6	2	-3	-6	4	-2	2	96	-0.5
[15] O=C(Nc1nnc(-c2ccc(Cl)cc2)o1)c1nc2ccccc2s1
→ 6	-2	2	8	-3	0	3	-2	98	-6.4
[16] COc1ccc(OC)c(/C=C/C(=O)N2CCN(S(=O)(=O)c3ccc(C)cc3C)CC2)c1
→ -12	-13	-1	11	-6	-5	-5	8	101	2.3
[17] Cc1ccc(C(=O)NCCCCNC(=O)c2ccc(C)o2)o1
→ 3	-6	2	1	/	6	-2	-6	99	-1.3
[18] NC(=O)N/N=C/c1ccccc1OCC(=O)NCc1ccccc1
→ 12	8	0	-5	-9	-1	-2	4	101	0.7
[19] CN1CCN(c2ccc(S(=O)(=O)N3CCCCC3)cc2N)CC1
→ -12	3	-1	14	-5	-4	8	-7	101	-0.7
[20] CCCOc1ccc(C(=O)NNC(=O)CCNC(=O)c2ccccc2Cl)cc1OC
→ 9	-17	2	13	-5	2	6	0	96	-3.5
[21] COc1ccccc1CN(Cc1nc2ccccc2c(=O)[nH]1)S(=O)(=O)c1ccc(C)cc1
→ /	/	1	/	-7	/	-2	/	105	/
[22] Cc1ccc(NC(=O)Nc2ccc3c(c2)N(C)C(=O)CS3)nc1
→ 23	4	17	10	-8	6	-1	7	100	9.4*
[23] OC(CNCCc1ccccc1)COc1ccc(OCC(O)CNCCc2ccccc2)cc1 (stereo unspecified)
→ -5	9	-12	-5	-20	0	-1	-3	101	-0.6
[24] Cc1nc2sccn2c(=O)c1S(=O)(=O)NCC1CCN(Cc2ccccc2Cl)CC1
→ -3	2	0	6	-7	-8	-3	12	83	-0.3
[25] CCOC(=O)CSc1nnc(CNC(=O)c2cccs2)n1-c1cccc(C)c1
→ -3	2	3	1	-9	-4	-3	-1	98	-0.7
[26] O=C(C[n+]1ccc(C(=O)N/N=C/c2ccc(Cl)cc2Cl)cc1)c1ccccc1
→ -6	6	4	-5	-2	-5	-7	-1	94	0.0
[27] COc1ccc(CNC(=O)CSc2nc3nc(C)cc(C)n3n2)cc1
→ -8	-1	0	-1	-4	2	2	2	102	0.8
[28] N#CCC(=N)N1CCN(c2ccccc2)CC1
→ 14	-10	2	5	/	1	2	-7	90	-0.4
[29] C[C@H]1O[C@@H](O[C@H]2CC[C@@]3(C)C(CC[C@]4(C)C3C=C[C@]35OC[C@@]6(CCC(C)(C)C[C@H]63)[C@@H](O)C[C@]54C)[C@]2(C)CO)[C@H](O)[C@@H](O[C@@H]2O[C@H](CO)[C@@H](O)[C@H](O)[C@H]2O)[C@H]1O (stereo partly specified)
→ -2	20	1	2	-6	-1	2	5	98	-1.5
[30] CC(=O)c1ccccc1NC(=O)COC(=O)/C=C/c1cccs1
→ -1	5	1	9	-5	4	6	-5	101	6.6
[31] Cc1cccc(NS(=O)(=O)c2ccc(C(=O)NCC3CCCO3)cc2)c1C (stereo unspecified)
→ -8	-2	-3	18	/	-3	1	-1	96	-0.9
[32] CCn1c(=O)c(CCC(=O)NCCN2CCOCC2)c(C)c2c(C)nn(-c3ccccc3)c21
→ 6	7	-2	6	-6	-2	28	18	95	0.8
[33] COC(=O)COc1ccc(S(=O)(=O)NC2CCCCCC2)cc1
→ -14	14	2	1	/	7	2	2	93	6.7
[34] COc1ccc(C(=O)c2sc3nc(-c4ccccc4)ccc3c2N)cc1OC
→ -9	-4	1	-4	-22	-6	8	-4	92	8.0
[35] COc1ccccc1CC(=O)NCCN1CCCCC1
→ 2	-3	1	1	-8	-2	10	1	103	-1.6
[36] CCCOC(=O)CSc1nnc(-c2cc(OC)c(OC)c(OC)c2)o1
→ 14	74*	0	-11	/	-3	-4	-5	90	-1.8
[37] COC(=O)CSc1nc(-c2ccccc2)c2c(c1C#N)CCCC2
→ -2	-2	2	20	/	-7	0	-1	114	0.1
[38] CC(=O)N1CCN(Cc2cc(=O)oc3ccc4ccccc4c23)CC1
→ 3	-10	2	/	-9	5	-2	/	106	/
[39] COc1ccc(NC(=S)Nc2ccc3c(c2)c(=O)n(C)n3-c2ccccc2)cc1
→ -7	-11	-1	-1	-7	2	22	-73	104	-0.7
[40] CC1(C(=O)NS(=O)(=O)c2ccccc2Cl)CCN1C(=O)COc1ccc(Cl)cc1 (stereo unspecified)
→ 10	6	3	13	-2	1	7	-4	93	-0.4
[41] COCCNC(=O)C(c1ccc(F)cc1)N(C(=O)CCC(=O)Nc1nccs1)c1ccc(C)cc1 (stereo unspecified)
→ 5	12	-1	-7	-10	0	-1	-4	101	0.6
[42] CCOc1cc(CNC2CCCC2)c(Cl)cc1OCC(=O)Nc1ccccc1
→ -6	-1	-5	-1	-2	-10	-5	4	97	-2.9
[43] N#Cc1c(-n2cccc2/C=N/O)sc2c1CCCC2
→ -13	8	0	10	0	1	-5	-4	100	-0.6
[44] CCN(CC)C(=O)c1sc2nc(-c3ccc(OC)cc3)cn2c1C
→ -6	-4	-3	2	-4	-4	-1	11	103	-3.1
[45] O=C(c1cc(-c2ccccn2)nc2c(Cl)cccc12)N1CCN(C(=O)C2CCCO2)CC1 (stereo unspecified)
→ 13	11	0	-4	/	5	-3	-7	100	0.1
[46] Cc1ccc(NC(=O)c2ccc(=O)[nH]c2)cc1S(=O)(=O)N1CCCCC1
→ 3	7	2	2	-7	-2	4	-3	105	2.5
[47] CCOc1ccccc1C(=O)N1CCC(n2nnc3cc(C)ccc32)CC1
→ 2	3	8	3	-4	3	-2	-3	91	-3.2
[48] C=CCc1ccc(OCCCOc2ccc(C)c(C)c2)c(OC)c1
→ -9	1	4	-2	-5	1	10	-8	96	1.1
[49] Cc1ccc(-c2ccc(SCC(=O)NC3CCCCC3)nn2)cc1
→ -14	-6	1	-3	-5	-1	-15	0	97	2.9
[50] CC(C)c1nc2cc(C(=O)N(C)Cc3ccc(F)cc3)ccc2o1
→ 1	5	2	1	-5	3	-3	-6	93	-2.9
[51] CCCS(=O)(=O)N1CCc2ccc(NC(=O)c3ccccc3Cl)cc2C1
→ -2	0	-3	2	-5	-1	-3	5	99	-0.7
[52] Cn1c(C=O)c(-c2ccc3c(c2)OCCO3)c2ccccc21
→ -3	-12	2	-3	-9	-9	-4	7	97	-1.5
[53] O=C(CN(Cc1ccc(F)cc1)C(=O)CCC(=O)Nc1nccs1)NCc1ccc(F)cc1
→ 2	1	2	11	-4	-2	1	9	100	2.1
[54] CCCCC(=O)OCc1c(-c2ccccc2)ncc2ccccc12
→ 1	0	-1	10	-10	-4	-9	-1	97	2.2
[55] COCCCn1c(C(=O)NC2CCCCC2)cc2c(=O)n3cccc(C)c3nc21
→ 23	6	-1	10	-7	5	-2	3	96	1.5
[56] NC(=O)c1ccsc1NC(=O)COC(=O)Cc1ccsc1
→ 0	5	1	8	-3	-1	-2	-6	96	-1.1
[57] Cc1ccc(SCC(=O)NCc2ccncc2)cc1
→ -1	0	1	6	/	1	-2	1	101	-0.1
[58] CCN1C(=O)c2ccccc2S(=O)(=O)c2ccc(C(=O)NCCOC)cc21
→ 2	3	1	-7	-19	3	-2	0	111	-1.1
[59] CC(NC(=O)c1ccco1)C(=O)Nc1nc(-c2ccccn2)cs1 (stereo unspecified)
→ 10	-1	1	0	-5	2	-3	-5	98	-2.9
[60] CSCCC(NC(=O)c1cc([N+](=O)[O-])cc([N+](=O)[O-])c1)c1nc2ccccc2[nH]1 (stereo unspecified)
→ -1	-1	5	12	-3	-1	-3	-2	96	-1.1

The list goes on:
Every second line gives: H9c2 protect	ABHD5 PLIN5 PPI	Glyco luc inh	MC4R antagonist	CaV13 ICDI inh	m5-HT2A agonist	Exocytosis inh	PDI turbidity	ABCB6 inh 2	MC4R ag barr
[61] Cc1cccc(NC(=O)CSc2c3c(nc4ccccc24)CCC3)n1
→ 35	1	3	10	-6	3	-1	-7	100	-2.3
[62] CCN1CCN(c2c(S(=O)(=O)c3ccc(C)c(C)c3)cnc3ccc(F)cc23)CC1
→ 35	-5	-5	4	-6	-2	-3	/	106	2.4
[63] COc1ccc(CCNC(=O)C2CCCN(Cc3nc(-c4cccc(Cl)c4)oc3C)C2)cc1OC (stereo unspecified)
→ -3	2	-3	3	-4	-1	0	12	91	1.9
[64] COc1ccc(CCNC(=O)c2cc(-c3ccncc3)nc3ccc(S(=O)(=O)N4CCOCC4)cc23)cc1OC
→ 7	8	-1	-5	-4	9	3	-4	97	-0.6
[65] O=C(OCn1nnc2ccccc2c1=O)C12CC3CC(CC(O)(C3)C1)C2
→ 4	9	-1	-3	-6	5	4	6	100	7.7
[66] N=c1c2c(n(Cc3ccc(F)cc3)c3c1CCC3)CCCC2
→ -18	1	1	1	1	-3	-1	-2	99	-2.6
[67] NS(=O)(=O)c1ccc(NC(=O)COC(=O)c2cc3ccccc3oc2=O)cc1
→ 4	7	0	13	1	-3	0	-2	104	0.9
